Assay outcomes deposited in PubChem BioAssay by several laboratories.
FAS-TE inh = FAS thioesterase (human) inhibition. P49327. recombinant FAS-TE, OMFH fluorogenic substrate, fluorescence endpoint. inhibition, % at 15 µM. hit rate 0.67% among 360,000;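 active means compounds whose normalised, plate-corrected inhibition of enzyme fluorescence in the single-dose primary screen is 50% or more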;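 further: 0% = DMSO with enzyme and 100% = substrate without enzyme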
Rpn11 block = inhibitors of human proteasome Rpn11 | human 26S proteasome, Ub4-pepOG fluorescence polarization; 20S core pre-blocked with epoxomicin | calls only at 20 µM | hit rate 0.59% among 360,000 | AID 588493;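 active means inhibition at 20 µM, scaled to each plate's controls, above about 33%, limit read from the data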
Target sequence (O00487 whole entry, looked up): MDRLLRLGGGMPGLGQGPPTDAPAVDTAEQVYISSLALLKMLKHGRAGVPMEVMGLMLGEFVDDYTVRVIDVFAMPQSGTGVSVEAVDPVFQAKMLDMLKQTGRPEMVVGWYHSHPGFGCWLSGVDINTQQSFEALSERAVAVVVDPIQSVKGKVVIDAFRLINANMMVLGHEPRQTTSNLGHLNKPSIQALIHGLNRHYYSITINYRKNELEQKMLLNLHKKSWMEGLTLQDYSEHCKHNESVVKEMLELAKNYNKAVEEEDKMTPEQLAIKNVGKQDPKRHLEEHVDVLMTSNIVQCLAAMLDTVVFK
MsrA inh = bovine MsrA inhibition; purified bovine MsrA, absorbance read-out; AID 651718; hit rate 0.75% among 360,000; inhibition, % at 15.5 µM; in the data active means inhibition above about 4.5%;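 further: 0% = vehicle wells with enzyme and 100% = reference inhibitor wells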
eLon inh = inhibits E. coli Lon protease; P0A9M0; purified E. coli Lon protease, fluorescence polarization; inhibition, % at 7.94 µM; hit rate 0.42% among 360,000; AID 602123; in the data active means inhibition above about 13%, passing the limit was not always enough;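 further: 0% = enzyme with probe and DMSO and 100% = no enzyme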
CSN inh = CSN deneddylation inhibition. Purified CSN, SCF-Nedd8-OG deneddylation, fluorescence polarization. inhibition, % at 12.5 µM. hit rate 0.38% among 360,000. AID 651999;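 active means pattern-corrected inhibition above about 35%, with an unprinted fluorescence ratio check between 0.5 and 1.5, limit read from the data, passing the limit was not always enough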;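 further: 0% = enzyme with substrate and 100% = substrate without enzyme; some results filed as inactive read as strong as hits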
Target sequence (Q92905 whole entry, looked up, one chain of several): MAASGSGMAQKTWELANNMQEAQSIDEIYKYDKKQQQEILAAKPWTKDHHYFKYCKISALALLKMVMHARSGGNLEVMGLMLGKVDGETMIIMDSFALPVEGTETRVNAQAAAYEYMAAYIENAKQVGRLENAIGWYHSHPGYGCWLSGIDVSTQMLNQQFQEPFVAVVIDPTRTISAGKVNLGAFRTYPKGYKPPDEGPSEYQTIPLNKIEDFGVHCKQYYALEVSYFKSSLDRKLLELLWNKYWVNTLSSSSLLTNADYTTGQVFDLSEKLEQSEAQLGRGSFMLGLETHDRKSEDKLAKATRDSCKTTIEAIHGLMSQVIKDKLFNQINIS
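Test system: purified human Csn5 enzyme expressed in HEK293T cells. Amount: 0.24 nM enzyme. Reagent: SCFSkp2-Nedd8OG substrate at 10 nM final. Schedule: 90 min incubation of compound, enzyme and substrate at room temperature. Detection: fluorescence polarization. Read-out: % inhibition of substrate cleavage by Csn5.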
MT1-MMP act inh = blocks activation of human MT1-MMP; P50281; HT1080 RFP-PRO-GFP cells, GFP/RFP ratio fluorescence, overnight; percent of plate control window, DMSO zero; GFP/RFP ratio change, % at 20 µM; hit rate 0.061% among 360,000; AID 651647;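 active means GFP/RFP ratio change of at least 30% with cell ATP level not reduced by more than half and red fluorescence within 50% of control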; further: strong numbers were not always called active
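Assay system: RFP-PRO-GFP reporter HT1080 cells; read-out basis: GFP/RFP fluorescence ratio; benchmarks: DMSO wells and RFP-L50D-GFP cells; doses: 20 µM single dose, 1% DMSO; schedule: overnight cell settling, then overnight compound exposure, 37 °C, 5% CO2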
Rin1-Abl PPI inh = blocks binding of human Rin1 to Abl | P00519+Q13671 | TR-FRET Rin1/Abl binding, biochemical | inhibition, % at 7.35 µM | hit rate 0.4% among 360,000 | AID 588664; in the data active means inhibition above about 5%, passing the limit was not always enough
MLLE-PAM2 inh = inhibitors of microRNA-mediated deadenylation, human PABP1 MLLE binding; hit rate 0.36% among 360,000; inhibition, % at 20 µM; AID 588489; P11940; GST-MLLE / FITC-PAM2 fluorescence polarization; in the data active means inhibition above about 35%, passing the limit was not always enough;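 further: plate controls were DMSO wells with GST-MLLE for no effect and wells lacking GST-MLLE protein for full effect; some results filed as inactive read as strong as hits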
MsrA act = activators of bovine methionine sulfoxide reductase A | purified bovine MsrA, absorbance read-out | activation, % at 10.6 µM | hit rate 0.3% among 360,000 | AID 602163; in the data active means activation above about 7.5%;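 further: 0% = vehicle and 100% = reference activator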
* = called active by the depositor; i = inactive; / = not tested or not shown. This is a random part of the collection. About 3.7% of those tested had a hit in this group.

SMILES	FAS-TE inh	Rpn11 block	MsrA inh	eLon inh	CSN inh	MT1-MMP act inh	Rin1-Abl PPI inh	MLLE-PAM2 inh	MsrA act
O=C(c1ccc(N2CCCCC2)c([N+](=O)[O-])c1)N(c1ccccn1)c1ccccn1	-9.2	i	1.9	3.7	2.0	4.8	-8.8	3.0	-6.2
CN1c2ccccc2-c2nc3ccccc3n2C1c1ccccn1 (centres undefined)	-0.5	i	1.1	-5.9	5.5	-1.9	-7.3	14.9	-2.4
Cc1c(NC(=O)C2CCCN(S(=O)(=O)c3cnc[nH]3)C2)c(=O)n(-c2ccccc2)n1C (centres undefined)	-0.1	i	1.9	-7.7	-0.3	-2.4	-1.5	1.4	0.3
COc1ccc(CCNc2ccncn2)cc1	-6.0	i	-0.5	1.1	-2.6	7.1	0.5	4.9	1.7
CCS(=O)(=O)N1CCC(C(=O)NC2CCCCCCC2)CC1	-7.4	i	0.2	-8.7	-1.3	-1.1	1.1	-3.5	-3.8
C=CCn1c(COc2ccccc2)nnc1SCC(=O)N/N=C/c1cc(Cl)ccc1O	12.7	i	-0.2	-4.5	0.8	4.1	-2.4	-6.8	-7.7
Cc1ccc(S(=O)(=O)CC(=O)Nc2ccc(F)c(F)c2F)cc1	-4.1	i	-1.1	2.6	-0.7	2.6	-2.6	-3.0	-6.9
COc1cc(OC)c(OC)cc1/C=N/NC(=O)c1cnccn1	-3.0	i	6.2*	3.2	2.3	1.1	1.7	10.2	-1.6
CCCCn1c(N)c(N(CC(C)C)C(=O)CCC2CCCCC2)c(=O)[nH]c1=O	7.1	i	0.5	6.7	0.2	-3.1	4.7	-19.3	-5.7
CCCC(=O)NC(Nc1ccc(S(=O)(=O)Nc2ncccn2)cc1)(C(=O)OCC)C(F)(F)F (centres undefined)	-0.1	i	-0.1	-1.4	4.2	-1.9	-1.9	2.0	-0.2
CCCCn1c(N)c(N(CCOC)C(=O)c2ccc(N3CCCC3)c([N+](=O)[O-])c2)c(=O)[nH]c1=O	-3.4	i	-1.0	12.6	0.7	1.8	-4.0	21.2	-4.5
Cc1cccc(N2Cc3ccccc3C2=NC(=O)c2ccc(Cl)nc2)c1	4.1	i	-1.4	-7.5	4.4	-0.7	1.8	-6.5	4.5
COc1ccc(N2CCN(c3oc(COc4ccc(Cl)cc4Cl)nc3C#N)CC2)cc1	9.1	i	-0.4	-7.2	-0.4	-0.6	-2.9	2.0	-10.0
Cc1c(C(=O)Nc2ccc(F)cc2)nnn1-c1cccc(C(F)(F)F)c1	11.6	i	0.9	11.3	-3.8	1.8	1.1	12.0	-4.2
CC(=O)N1CCc2cc(S(=O)(=O)NCCC(=O)NC3CCCCCC3)ccc21	-6.9	i	-1.7	0.5	19.4	3.2	2.2	-8.3	1.2
Cn1c(=O)c2c(nc(N/N=C/c3ccc(OC(=O)c4ccco4)cc3)n2Cc2ccccc2Cl)n(C)c1=O	24.9	i	/	8.8	-4.7	-1.2	-0.2	-4.6	-0.5
O=C(N/N=C1/CC2C=CCC12)c1ccco1 (centres undefined)	-9.9	i	0.8	-15.2	-0.8	2.2	1.5	13.2	-3.3
O=C(c1ccc(-c2cccc(C(F)(F)F)c2)o1)N1CCN(c2ccccc2O)CC1	23.7	i	-0.9	-2.5	-2.9	-2.9	-3.6	-14.1	-2.5
O=C(Nc1cc(Cl)ccc1O)c1cc2n(n1)C(C(F)(F)F)CC(c1ccc3c(c1)OCO3)N2 (centres undefined)	9.9	i	1.3	-0.6	1.8	-12.4	-4.1	-17.0	-2.7
CCc1nc2ccc(C(=O)NCCc3ccccc3OC)cc2nc1CC	7.0	i	0.8	5.5	0.6	-0.6	-0.9	3.7	-2.5
COc1ccc(C2Nc3ccccc3C(=O)N2c2ccc(C)cc2)cc1Cn1cc([N+](=O)[O-])cn1 (centres undefined)	49.4	i	1.9	7.5	1.7	1.4	0.4	-2.5	-6.1
O=C(O)c1ccccc1NS(=O)(=O)c1ccc2c3c(cccc13)C(=O)N2	-7.6	i	1.0	-4.1	-1.2	-3.1	2.9	17.8	-6.1
CCCCn1c(NCCN(C)C)nc2c1c(=O)[nH]c(=O)n2C	-1.2	i	-1.2	-8.4	-5.0	-5.3	-2.7	2.2	-1.9
COc1ccccc1N1CCN(CC(=O)Nc2cc(C)nn2-c2nc(C)cc(C)n2)CC1	-2.9	i	0.7	-1.2	1.2	-0.3	-3.0	9.7	-3.1
OC(c1ccc2c(c1)OCO2)c1ncc(-c2ccc(Cl)cc2)[nH]1 (centres undefined)	-2.2	i	2.6	-11.7	-3.7	0.9	-4.8	-28.9	-2.6
O=C(NC(C(=O)c1ccccc1)N1CCOCC1)c1ccccc1 (centres undefined)	-5.0	i	-0.8	-1.1	1.6	-4.0	0.1	10.5	-0.7
CCOC(=O)c1cnn(CC2CCCCC2)c1N	-1.2	i	0.2	1.4	2.5	7.4	-2.5	2.3	0.5
CC(=O)Oc1ccc2c(=O)c(-c3ccccc3)c(C)oc2c1	-4.3	i	0.3	-0.8	0.1	3.4	-0.4	-5.9	0.3
CCCCOc1ccc(C(=O)NCC(=O)NCC(c2ccco2)N2CCCCC2)cc1 (centres undefined)	-5.2	i	1.5	-1.6	3.4	4.0	-4.2	-7.1	-2.0
CCOc1ccc2[nH]c(=O)c(C(c3nnnn3Cc3ccco3)N3CCC(C)CC3)cc2c1 (centres undefined)	4.7	i	-0.3	-1.8	4.8	-6.0	0.7	-30.5	-3.9
CC1(c2ccc(OC(F)F)cc2)NC(=O)N(CC(=O)Nc2ccccc2)C1=O (centres undefined)	8.6	i	0.6	-3.1	-0.2	2.1	0.4	-7.9	-1.4
COc1ccc(OC)c(S(=O)(=O)NCC(c2ccco2)N2CCc3ccccc32)c1 (centres undefined)	15.3	i	-0.5	4.8	4.6	-0.7	0.3	4.1	-8.1
CN(C)C(=O)Cn1c(=O)n(C)c2ccccc21	-7.0	i	-0.5	-0.9	2.3	0.7	-3.3	2.4	-1.6
COc1cc(CNCc2cccc3ccccc23)cc(OC)c1	5.8	i	0.3	-9.6	2.8	0.8	3.1	3.7	0.0
CCSc1ccccc1C(=O)Nc1nc2ccccc2c(=O)[nH]1	9.2	i	2.2	2.5	-4.5	2.4	0.9	-5.9	-0.7
COc1ccccc1/C=C1\SC(=S)N(Nc2nc(C)cc(C)n2)C1=O	-5.8	i	-1.1	6.3	0.5	5.6	-4.9	1.5	0.5
Cc1c(N2C(=O)c3ccccc3C2=O)c(=O)n(-c2ccccc2)n1C	-9.9	i	0.2	0.2	-3.7	-1.2	0.8	7.9	-1.8
CCCCn1c(N)c(N(Cc2ccccc2OC)C(=O)C(C)Oc2ccc(Br)cc2)c(=O)[nH]c1=O (centres undefined)	0.5	i	-1.4	2.0	-0.6	-1.6	3.5	-2.6	-1.9
OCCNc1nc2ccccc2[nH]1	-3.4	i	1.3	7.4	1.9	4.1	-0.3	-18.7	0.1
CC(C)OC(=O)CSc1nnc(CNc2cccc(Cl)c2)n1C	-5.5	i	2.2	-6.6	-4.3	-4.4	-5.3	-6.1	-1.9
Cc1ccc(NC(=O)CCNC(=O)c2ccccc2Cl)nc1	-4.9	i	-0.1	8.6	3.7	0.3	2.8	10.3	-1.3
C[C@@H]1CN([C@@H](C)CO)C(=O)CCCn2nncc2CO[C@H]1CN(C)Cc1cccc(O)c1	-8.3	i	0.7	-4.5	4.6	1.8	-1.9	11.6	-5.3
CC(=O)/C(=C\N(C)C)Sc1ccc(C)cc1	-1.6	i	0.1	5.3	1.1	-1.0	-2.1	5.7	-1.5
C=CCN=C1CC(C)(C)C(C(=O)OC)C(O)=C1C(=O)CCC (centres undefined)	-2.2	i	2.3	-4.0	-14.2	0.0	-1.6	3.6	-6.9
CCCCC(CCCCl)C(=O)Nc1ccccc1 (centres undefined)	5.9	i	-0.3	3.9	6.7	-1.1	3.6	-10.5	-0.6
CCOC(=O)C1(C)CCCCCN1C(=O)c1ccccc1F (centres undefined)	-0.6	i	0.7	-7.4	-2.2	-0.9	-2.0	3.9	-5.4
CC(C)N(CCn1c(SCC(=O)N2CC(=O)Nc3ccccc32)nc2ccccc2c1=O)C(C)C	-0.2	i	-0.8	9.3	3.0	-2.3	0.7	33.0	-0.9
COc1cccc(C2CC(c3cccc(OC)c3)n3nc(N)nc3N2)c1 (centres undefined)	-5.9	i	0.8	2.6	0.0	12.0	-0.1	-14.9	-6.5
COc1ccccc1CN1CC(C(=O)N2CCC(C(=O)c3ccccc3)CC2)CCC1=O (centres undefined)	-8.2	i	1.0	-8.0	-1.4	3.6	-4.0	-4.7	-3.3
Cc1cccc(NCc2nnc(-c3ccccc3)o2)c1C	5.7	i	-0.1	-7.0	-1.0	3.2	4.1	9.0	-5.3
CC(C)C[C@@H](CNCC(=O)[C@H](CC(=O)O)NC(=O)c1[nH]cnc1C(=O)N[C@H](CN)CC(C)C)NC(=O)c1nc[nH]c1C(=O)N[C@@H](Cc1ccccc1)C(=O)O	-6.5	i	-0.3	8.3	4.5	0.7	1.0	2.4	-3.1
Cc1ccc(-c2nnc(CSc3nnc(COc4ccccc4)n3-c3ccccc3)o2)cc1	18.9	i	2.6	-1.1	-3.2	-1.3	0.5	-14.1	-0.9
Cc1ccc(NC(=O)Cc2nc(COC(=O)c3c(F)cccc3Cl)cs2)cc1	25.5	i	-0.1	-16.2	-2.6	-1.1	2.0	-8.4	-0.6
O=C(COC(=O)c1cccnc1)Nc1ccc2c(c1)OCO2	-2.8	i	2.1	2.7	-0.8	5.4	2.9	4.3	-1.1
CCCCOC(=O)c1ccc(N/C(=N\S(=O)(=O)c2ccccc2)c2ccccc2)cc1	40.2	i	-0.1	-6.0	3.7	-7.5	2.1	-4.5	4.2
Cn1c(N)c(-c2ccccc2)c2ccc([N+](=O)[O-])cc2c1=O	-49.2	/	0.4	-275.8	14.7	-104.9	-10.3	-105.2	-3.1
Cc1ccc(S(=O)(=O)N2CCOCC2)cc1NC(=O)CSc1ccccn1	-1.9	i	0.3	-0.8	-8.8	0.7	0.9	15.1	-2.1
COc1cccc(OC)c1C(=O)Nc1ccc(S(=O)(=O)Nc2cc(C)nc(C)n2)cc1	-5.1	i	-0.1	-0.1	3.6	2.9	-3.2	17.0	-0.6
